Screening results from PubChem.
MEKK2 WT-MEK5: modulators of MEK5 binding to wildtype MEKK2, primary screen, biochemical, multiplex bead flow cytometry, Alexa488-MEK5; binding response (% of control), % at 10 µM; Alexa488-MEK5 binding to MEKK2 WT; actives lie on both sides; 1.1% of 290,000 active; in the data active = binding response below about 67% or above about 130%
M18AAP inhibitor: PfM18AAP inhibitors, malaria aminopeptidase, primary screen, biochemical, QFRET, recombinant enzyme. M18 aspartyl aminopeptidase (Plasmodium falciparum 3D7). H-Glu-NHMec fluorogenic cleavage. inhibition, % at 7.35 µM. 1.2% of 290,000 active. AID 1822, 2009;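 active = inhibition above the campaign mean inhibition over all tested compounds plus 3 SD, cut at about 28% in these data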;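 also: 0% = plate median of test compound wells and 100% = 2 mM ZnCl2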
PHOSPHO1 block: PubChem AID 1565; Phosphoethanolamine/phosphocholine phosphatase (Homo sapiens), Q8TCT1; recombinant PHOSPHO1, absorbance phosphatase assay; inhibition, % at 13.3 µM; 1.1% of 290,000 active; in the data active = inhibition above about 60%
FID counter: compounds displacing fluorescent DNA intercalator, primary screen, artefact control for HCV NS3 helicase inhibitor project, biochemical, FID fluorescence; DNA fluorescent intercalator displacement; inhibition, % at 7.9 µM; 0.17% of 290,000 active; AID 1845, 2009; in the data active = inhibition above about 37%;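 also: 0% = vehicle and 100% = reference compound; higher means more ethidium bromide displaced from hairpin DNA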
MEKK3 PB1 HTS: modulators of MEKK3-MEK5 PB1 binding, primary screen, biochemical, wildtype MEKK3, multiplex bead flow cytometry, Alexa488-MEK5; Mitogen-activated protein kinase kinase kinase 3 (Homo sapiens), Q99759; bead-based flow cytometry, Alexa488-MEK5 binding to MEKK3; actives lie on both sides; 0 = blocked by unlabeled MEK5, 100 = vehicle; binding response (% of control), % at 10 µM; 1.4% of 290,000 active; AID 1529, 2009;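 active = binding response more than 3 SD above or below the average of its plate-row segment, actives on both sides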;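 also: Alexa488 bead fluorescence after subtracting the streptavidin-only scavenger bead signal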
Target sequence (Q99759 whole entry, looked up): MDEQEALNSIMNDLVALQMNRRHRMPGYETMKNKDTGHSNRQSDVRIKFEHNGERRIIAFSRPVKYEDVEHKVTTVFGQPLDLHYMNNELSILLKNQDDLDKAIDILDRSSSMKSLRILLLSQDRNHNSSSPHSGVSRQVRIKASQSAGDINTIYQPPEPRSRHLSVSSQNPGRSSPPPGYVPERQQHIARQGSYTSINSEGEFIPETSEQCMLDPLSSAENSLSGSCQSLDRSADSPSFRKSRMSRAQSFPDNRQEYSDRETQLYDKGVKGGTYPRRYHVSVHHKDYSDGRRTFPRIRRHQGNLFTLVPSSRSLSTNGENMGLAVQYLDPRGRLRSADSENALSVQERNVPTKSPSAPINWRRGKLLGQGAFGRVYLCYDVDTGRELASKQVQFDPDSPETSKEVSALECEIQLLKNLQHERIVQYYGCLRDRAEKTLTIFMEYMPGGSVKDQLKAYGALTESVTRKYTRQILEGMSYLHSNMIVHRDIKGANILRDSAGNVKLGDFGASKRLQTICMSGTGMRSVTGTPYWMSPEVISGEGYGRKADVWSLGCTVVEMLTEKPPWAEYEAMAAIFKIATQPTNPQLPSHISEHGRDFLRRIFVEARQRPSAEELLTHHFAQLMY
OXTR agonist: human OXTR agonists, primary screen, fluorescence, CHO-OTR cells, Fluo-8 calcium. Oxytocin receptor (Homo sapiens), P30559. Fluo-8 calcium fluorescence; normalized: DMSO 0%, oxytocin 100%. activation, % at 3 µM. 0.32% of 320,000 active. AID 2435, 2010;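 active = activation above the mean of all tested compounds plus 3 SD, cutoff set per screening run, cut at about 20% in these data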;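 also: peak over basal fluorescence ratio from a 100 s FLIPR kinetic read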
Target sequence (P30559 whole entry, looked up): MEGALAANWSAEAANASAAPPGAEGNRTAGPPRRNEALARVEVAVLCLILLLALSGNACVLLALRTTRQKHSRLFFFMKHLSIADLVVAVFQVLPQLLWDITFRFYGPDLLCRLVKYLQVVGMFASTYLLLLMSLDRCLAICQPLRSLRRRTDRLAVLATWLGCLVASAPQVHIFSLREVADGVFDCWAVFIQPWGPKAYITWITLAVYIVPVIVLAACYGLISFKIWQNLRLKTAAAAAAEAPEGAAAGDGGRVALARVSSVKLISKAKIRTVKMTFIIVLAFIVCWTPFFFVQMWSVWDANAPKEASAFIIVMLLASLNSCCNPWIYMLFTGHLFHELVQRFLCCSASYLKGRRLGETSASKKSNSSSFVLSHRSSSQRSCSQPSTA
NALP1 inh: NALP1 inflammasome inhibitors in reconstituted yeast, colorimetric, S. cerevisiae, triplicate retest; S. cerevisiae NALP1/ASC/caspase-1 growth, X-gal OD620, 72 h; inhibition, % at 10 µM; 0.61% of 280,000 active; AID 2071, 2009; in the data active = inhibition mostly above about 24%, no sharp cut-off; inactive = mostly below about 32%; also: some compounds called inactive have numbers as strong as hits
MEKK2mut PB1 HTS: MEK5 binding signal on mutant MEKK2 PB1, primary screen, biochemical, multiplex bead flow cytometry, Alexa488-MEK5; Alexa488-MEK5 binding to MEKK2 mutant; percent response, % at 10 µM; 0.35% of 290,000 active; in the data active = percent response above about 24%, passing the limit was not always enough; also: inactives centre near 1; some results filed as inactive read as strong as hits; reference of the scale not given here
GPR7 antagonist: GPR7 receptor antagonists, primary screen, cell-based, fluorescence, single concentration. GPR7-expressing cells, fluorescence antagonist assay. inhibition, % at 4.4 µM. 1.1% of 290,000 active; in the data active = inhibition above about 16%, passing the limit was not always enough;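 also: cells stimulated with the agonist NPW; 0% = agonist with vehicle and 100% = vehicle without agonist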
Numbers without * were called inactive; x = no result given; & = joins results of further samples; [ ] = another dose, or the depositor's remark. An unsorted share of the library, and some 6.2% of all compounds hit somewhere here.

1. O=C1/C(=C/C=C/c2ccco2)SC(=S)N1c1ccc(O)cc1
2. O=C(c1cccs1)n1nc(-c2ccc(Cl)cc2)nc1NCc1ccco1
3. CC(c1ccccc1)n1c(CCCO)nc2ccccc21 (stereo unspecified)
4. COc1ccc(CNC(=O)COC(=O)c2cccs2)cc1
5. CNC(=O)CN(C)S(=O)(=O)c1ccc(OC)c(Cl)c1
6. O=C(NC(=S)N1CCCCCC1)c1ccccc1Cl
7. COc1cc2[nH]c(=O)n(CCC(=O)NCc3cccnc3)c(=O)c2cc1OC
8. Cc1ccc(N2C(N)=C(C#N)C(c3cccnc3)C3=C2CC(C)(C)CC3=O)cc1 (stereo unspecified)

compound no.	1	2	3	4	5	6	7	8
MEKK2 WT-MEK5	62*[inhibitor]	108	105	102	100	96	107	103
M18AAP inhibitor	15	6	1	0	-7	0	-4	3
PHOSPHO1 block	22	30	34	16	-3	-5	16	-3
FID counter	-8	2	-10	-9	-6	-3	-1	-18
MEKK3 PB1 HTS	87	106	103	102	93	103	102	105
OXTR agonist	-0.3	1.6	x	-0.1	-0.2	-0.8	0.0	-1.3
NALP1 inh	x	14	2	11	18	8	-2	25
MEKK2mut PB1 HTS	-22	7	5	-1	3	-3	4	1
GPR7 antagonist	-12	12	-16	-5	-5	2	6	-6

9. Cc1c(C#N)c(N=CN(C)C)c(C(=O)c2ccc(Br)cc2)n1-c1ccc(Cl)cc1
10. CCOC(=O)N1CCN(c2ccc(O)cc2)CC1
11. COc1ccccc1N1CCN(CC(O)COc2ccc(C)cc2C)CC1 (stereo unspecified)
12. O=C(CSc1ccc(-c2ccc(F)cc2)nn1)NC1CCCCC1
13. COc1ccc(S(=O)(=O)N2CCN(Cc3cccc(OC)c3OC)CC2)cc1
14. CCn1c(Cc2ccc(OC)cc2)nnc1SCC(=O)NC1CC1
15. CCOc1ccc(N2CC(C(=O)NCCN3C(=O)S/C(=C\c4ccc(OC)c(OC)c4)C3=O)CC2=O)cc1 (stereo unspecified)
16. O=C(COc1cccnc1[N+](=O)[O-])NC1CCS(=O)(=O)C1 (stereo unspecified)

compound no.	9	10	11	12	13	14	15	16
MEKK2 WT-MEK5	104	103	107	101	101	100	104	100
M18AAP inhibitor	6	39*	2	2	-4	2	4	-11
PHOSPHO1 block	13	63*	2	32	24	38	2	4
FID counter	-29	-6	14	-27	-16	-10	-31	2
MEKK3 PB1 HTS	102	100	103	101	104	95	109	97
OXTR agonist	-1.2	0.0	2.2	-2.5	1.3	0.6	-0.4	-1.3
NALP1 inh	11	-3	23	11	7	12	29	22
MEKK2mut PB1 HTS	6	4	3	0	7	6	3	-1
GPR7 antagonist	-4	-7	-4	2	-5	5	-4	3

17. CN1C(=O)C(O)(C2COC(C)(C)CC2=O)c2ccccc21 (stereo unspecified)
18. Cc1cc2c(C)c(C)c(=O)[nH]c2cc1N
19. CCCCOc1ccc(C(=O)N/C(=C/C=C/c2ccccc2)C(=O)N2CCOCC2)cc1
20. COc1ccc(Br)cc1CN(C)CC(=O)Nc1cc(Cl)cc(Cl)c1
21. N#CCCN(Cc1cccs1)C(=O)c1ccc(Cl)cc1
22. Cc1cc(=O)oc2ccc(OC(=O)CN3C(=O)c4cccc([N+](=O)[O-])c4C3=O)cc12
23. O=C(NNC1=NCCC1)c1cccc(S(=O)(=O)N2CCOCC2)c1
24. CCn1c(O)c(/C=C2\C=NN=C2c2ccc(C)cc2)sc1=S

compound no.	17	18	19	20	21	22	23	24
MEKK2 WT-MEK5	100	98	93	78	95	94	91	94
M18AAP inhibitor	7	8	-4	7	-2	6	-3	-11
PHOSPHO1 block	-15	12	16	-12	3	-2	1	0
FID counter	0	-2	-29	13	-9	3	0	2
MEKK3 PB1 HTS	101	97	110	77	92	97	92	114
OXTR agonist	0.5	0.2	-2.2	0.9	-0.8	-1.5	0.4	2.6
NALP1 inh	8	4	24	x	10	-8	18	29
MEKK2mut PB1 HTS	17	0	-2	1	-11	0	5	-1
GPR7 antagonist	-9	3	-15	0	-13	-14	-4	-7

25. COCCCNC(=O)/C(C#N)=C/c1c(N2CCN(c3ccc(OC)cc3)CC2)nc2c(C)cccn2c1=O
26. COc1cc(/C=N/NC(=O)c2ccncc2)ccc1O
27. COc1ccc(-c2[nH]ncc2/C=N/NC(=O)c2ccc(Br)cc2)c(OC)c1
28. CCCCN(CC)S(=O)(=O)N1CCC(C(=O)NCCCN2CCOCC2)CC1
29. Cc1c(C)c2ccc(OCC(=O)Nc3cccnc3)c(C)c2oc1=O
30. Cc1ccc(OC(=O)c2ccncc2)c(C)c1
31. CCC(=O)OCc1c(C(F)(F)F)nn(C)c1Sc1ccc(Cl)cc1
32. CC(C)C(NC(=O)OCc1ccccc1)C(=O)O (stereo unspecified)

compound no.	25	26	27	28	29	30	31	32
MEKK2 WT-MEK5	98	104&104	85	x	100	104	97	112
M18AAP inhibitor	7	7&2	-4	-4	-4	-1	0	0
PHOSPHO1 block	16	7	21	40	13	20	-10	33
FID counter	-40	-3&3	-25	4	-26	-2	-6	5
MEKK3 PB1 HTS	99	101&100	96	x	102	105	100	106
OXTR agonist	-2.0	-1.4&-0.4	-0.5	0.4	6.0	-2.4	-2.4	-0.2
NALP1 inh	12	4	24	-17	5	3	-16	0
MEKK2mut PB1 HTS	4	5&2	6	x	1	2	1	6
GPR7 antagonist	-20	-3&-2	-4	-10	1	6	-10	0

33. CN1CCN(CCCNC(=O)CCCOc2cc(=O)n(C)c3ccccc23)CC1
34. N#CC1(NC(=O)COC(=O)CCN=C2NS(=O)(=O)c3ccccc32)CCCCC1
35. O=C(c1cc(COc2ccc(F)cc2Cl)on1)N1C[C@H]2CC[C@H]1C2
36. COCCCn1c(=O)c2ccccc2n(Cc2cc(C(=O)OC)ccc2OC)c1=O
37. O=C(CN1CCCCC1)NN(Cc1ccccc1)c1ccccc1
38. CC(C)N(CCCNC(=O)c1ccc(N2CCCC2=O)cc1)Cc1ccccc1
39. COc1ccc(CCNC(=O)Cn2c(-c3nonc3N)nc3ccccc32)cc1OC
40. CCN(CC(=O)Nc1cccc(S(N)(=O)=O)c1)Cc1nc2ccccc2c(=O)[nH]1

compound no.	33	34	35	36	37	38	39	40
MEKK2 WT-MEK5	96	101	101	100	101	111	x	99
M18AAP inhibitor	4	5	4	-8	-7	-4	-13	0
PHOSPHO1 block	23	53	14	32	12	-15	18	-30
FID counter	4	-5	-35	-38	14	2	-8	-10
MEKK3 PB1 HTS	99	98	97	102	101	102	x	101
OXTR agonist	0.4	0.3	-1.0	-0.2	0.4	1.4	-1.4	-0.4
NALP1 inh	14	12	2	22	-9	-7	0	x
MEKK2mut PB1 HTS	-3	6	4	1	-5	11	x	-2
GPR7 antagonist	-12	-11	-7	8	-2	-6	0	-13

Entries by screen from the entries so far:
Compounds 33 to 40 in OXTR agonist read 0.4, 0.3, -1.0, -0.2, 0.4, 1.4, -1.4, -0.4
Compounds 33 to 40 in PHOSPHO1 block read 23, 53, 14, 32, 12, -15, 18, -30
Compounds 33 to 40 in FID counter read 4, -5, -35, -38, 14, 2, -8, -10

A different layout for part of the listing above:
#	structure	MEKK2 WT-MEK5	M18AAP inhibitor	PHOSPHO1 block	FID counter	MEKK3 PB1 HTS	OXTR agonist	NALP1 inh	MEKK2mut PB1 HTS	GPR7 antagonist
37	O=C(CN1CCCCC1)NN(Cc1ccccc1)c1ccccc1	101	-7	12	14	101	0.4	-9	-5	-2
38	CC(C)N(CCCNC(=O)c1ccc(N2CCCC2=O)cc1)Cc1ccccc1	111	-4	-15	2	102	1.4	-7	11	-6
39	COc1ccc(CCNC(=O)Cn2c(-c3nonc3N)nc3ccccc32)cc1OC	x	-13	18	-8	x	-1.4	0	x	0
40	CCN(CC(=O)Nc1cccc(S(N)(=O)=O)c1)Cc1nc2ccccc2c(=O)[nH]1	99	0	-30	-10	101	-0.4	x	-2	-13

Other results follow.
41. O=C(Cc1c(F)cccc1Cl)Nc1cc(S(=O)(=O)N2CCCCC2)ccc1N1CCOCC1
42. CCC(=O)N1CCc2cc(S(=O)(=O)N3CCCC3)ccc21
43. CCN1C(=O)c2ccc(C(=O)Nc3ccc4c(c3)OCO4)cc2C1=O
44. CC1=CCCC(C)(C)C1/C=C/C(C)=N/NC(=O)c1ccncc1 (stereo unspecified)
45. Oc1ccc(-c2csc(Nc3ccccn3)n2)cc1
46. CCOc1ccccc1CNC(=O)c1nn(C)c2c1CS(=O)(=O)c1ccccc1-2
47. O=C(O)/C=C/C(=O)Nc1ccc(Oc2ccccc2)cc1
48. Cc1cccc(OCCn2c(=O)oc3ccc(C)cc32)c1

compound no.	41	42	43	44	45	46	47	48
MEKK2 WT-MEK5	62	100	112	98	98	96	96	88
M18AAP inhibitor	-1	-3	3	4	15	1	-11	2
PHOSPHO1 block	28	18	38	24	-24	-10	40	23
FID counter	-4	-5	-3	-5	-2	-20	-1	-14
MEKK3 PB1 HTS	59	100	105	99	103	97	97	105
OXTR agonist	-0.3	-0.6	0.8	0.0	-2.0	1.1	1.4	-1.9
NALP1 inh	13	20	5	12	11	1	15	-8
MEKK2mut PB1 HTS	-24	4	17	0	2	-10	1	-7
GPR7 antagonist	0	-15	-5	-8	-13	-4	-15	-3

49. S=c1[nH]ccn1-c1ccccc1Cl
50. O=C(Nc1ccc(Cl)cc1)c1cc(Br)ccc1OCC(=O)N1CCOCC1
51. CCC(=O)Nn1cnc2c(c1=O)C1(CCCCC1)Cc1ccccc1-2
52. CCn1c2ccccc2c2nnc(SCC(=O)Nc3ncccn3)nc21
53. COc1ccc(F)cc1CN1CCN(c2ncnc3scc(-c4ccccc4)c23)CC1
54. COc1ccc(NC2=CC(c3ccc(F)cc3)N(c3ccc(OC)cc3)C2=O)cc1 (stereo unspecified)
55. COc1ccc(CCNC(=O)c2ccccc2NC(=O)c2ccco2)cc1OC
56. Cc1c(NC(=O)CSc2ccc(Cl)cc2)c(=O)n(-c2ccccc2)n1C

compound no.	49	50	51	52	53	54	55	56
MEKK2 WT-MEK5	102&100	103	111	92	101	111	102	82
M18AAP inhibitor	9&10	-10	8	-1	-1	1	-10	3
PHOSPHO1 block	-126&-95	23	12	43	56	-5	45	8
FID counter	-4&-5	-11	-6	-8	-2	-32	-22	-20
MEKK3 PB1 HTS	107&103	102	105	97	96	110	96	83
OXTR agonist	-0.7	3.3	-1.3	-0.2	-0.5	-1.2	-1.9	-0.9
NALP1 inh	-14&7	8	-14	25	2	31	8	6
MEKK2mut PB1 HTS	3&3	0	4	-2	3	0	-2	-13
GPR7 antagonist	-11&-11	5	-4	-10	-12	-10	-4	6

57. CCn1cc(S(=O)(=O)c2ccc(C)cc2)c(=O)c2cc(F)c(N3CCN(C)CC3)cc21
58. O=C(C1=NN[C@@H]2C(=O)N(c3cccc(C(F)(F)F)c3)C(=O)[C@H]12)c1cnccn1
59. Oc1c(Br)cc(Br)cc1CNc1ccccn1
60. O=C(CN(c1ccc(Cl)cc1)S(=O)(=O)c1ccccc1)N/N=C/c1ccco1
61. O=C(Cc1cccc2ccccc12)NC(NC(=S)Nc1ccccc1Cl)C(Cl)(Cl)Cl (stereo unspecified)

compound no.	57	58	59	60	61
MEKK2 WT-MEK5	100	105	98	96	105
M18AAP inhibitor	-6	-3	1	4	-2
PHOSPHO1 block	29	15	2	-11	-12
FID counter	9	-4	-1	-12	-4
MEKK3 PB1 HTS	104	107	94	105	104
OXTR agonist	0.4	0.7	-2.1	3.3	1.1
NALP1 inh	17	-12	-4	10	18
MEKK2mut PB1 HTS	1	4	-4	2	32
GPR7 antagonist	-13	-7	-7	-3	1
